# MITF TRPM1 inh = inhibitors of MITF-dependent TRPM1 promoter reporter, primary screen, cell-based, SK-MEL-5, single point, luciferase; SK-MEL-5 TRPM1 promoter luciferase, 24 h; inhibition, % at 12.5 µM; 330,000 compounds, 0.83% hits;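 active means mean inhibition across replicates of 60% or more, whatever share of single replicates reaches that level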; further: values of inactives mirror those of a sister screen read the other way
# PDI turbidity = inhibitors of human PDI, primary screen, biochemical, turbidity, single point, plate reader | PDI insulin aggregation turbidity, A650, 90 min | 350,000 compounds, 0.052% hits | inhibition, % at 10 µM | Protein disulfide-isomerase (Homo sapiens), P07237;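 active means mean inhibition across replicates of 30% or more, whatever share of single replicates reach that level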;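 further: absorbance from insulin aggregation driven by PDI reduction with DTT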
# Target sequence (P07237 whole entry, looked up): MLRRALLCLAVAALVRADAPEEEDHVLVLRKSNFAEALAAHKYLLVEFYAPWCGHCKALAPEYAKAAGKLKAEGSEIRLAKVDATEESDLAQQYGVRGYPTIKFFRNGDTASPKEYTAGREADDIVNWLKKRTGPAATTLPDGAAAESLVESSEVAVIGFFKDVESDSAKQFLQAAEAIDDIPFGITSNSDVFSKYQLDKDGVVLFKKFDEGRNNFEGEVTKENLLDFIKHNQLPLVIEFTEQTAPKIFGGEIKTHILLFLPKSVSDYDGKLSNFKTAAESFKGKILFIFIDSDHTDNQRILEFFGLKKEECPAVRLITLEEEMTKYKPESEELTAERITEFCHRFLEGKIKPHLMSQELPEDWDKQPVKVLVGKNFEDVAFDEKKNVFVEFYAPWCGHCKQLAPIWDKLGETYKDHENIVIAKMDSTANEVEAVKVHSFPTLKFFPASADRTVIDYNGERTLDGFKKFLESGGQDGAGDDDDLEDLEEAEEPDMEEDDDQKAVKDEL
# Shn3 inh set2 = reduction of Shn3 3'UTR firefly luciferase signal, primary screen, Schnurri-3 inhibitor project, cell-based, Clone20 osteoblasts, set 2; Clone20 osteoblast Shn3 3'UTR firefly luciferase, 24 h; inhibition, % at 12.5 µM; 360,000 compounds, 0.52% hits; AID 588674, 2011;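 active means mean inhibition of at least 75% with every replicate also reaching 75%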;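 further: 0% = median of neutral control wells and 100% = pilot-screen positive control compound; some compounds past the cut are filed as inactive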
# NR2E3 ag-1 = NR2E3 agonists in two-hybrid cells, primary screen, cell-based, luminescence, CHO-S, Gal4-NCOR/VP16-NR2E3. Photoreceptor-specific nuclear receptor (Homo sapiens), Q9Y5X4. luciferase. inhibition of corepressor binding, % at 3.98 µM. 360,000 compounds, 0.35% hits. AID 602229, 2012;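 active means inhibition above the mean of all tested compounds plus 3 SD, cut at about 70% in these data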;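 further: 0% = DMSO with NR2E3 transfected cells and 100% = cells lacking NR2E3 construct; higher means lower luciferase signal from less NR2E3 corepressor binding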
# NR2E3 ag-2 = inhibitors of NR2E3-RetCOR corepressor binding, primary screen, NR2E3 agonist project, biochemical, TR-FRET, GST-NR2E3, biotin-RetCOR. 320,000 compounds, 0.12% hits. AID 2300, 2010. inhibition of corepressor binding, % at 4.78 µM. 1536-well;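 active means percent inhibition above the cutoff of mean plus 3 SD of all tested compounds, set per screening campaign, cut at about 20% in these data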;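 further: 0% = DMSO wells and 100% = biotin wells as full block of FRET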
#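 Assay system: NR2E3–RetCOR corepressor complex. Quantity: 1.35 nM GST-NR2E3. Buffer or medium: pH 7.5 Tris-based buffer. Reagent: biotinylated RetCOR corepressor at 7 nM final. Schedule: 5 h at 4 °C. Detection: TR-FRET, emission read at 617 and 671 nm. Replicates: one well per compound, singlicate testing.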
# Peg3 prom inh = Peg3 promoter-driven luciferase inhibitors, primary screen, cell-based, HeLa, luciferase luminescence | HeLa PEG-Prom luciferase reporter, overnight | inhibition, % at 20 µM | 360,000 compounds, 1.7% hits | AID 588405, 2011;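 active means inhibition of at least 50% at 20 µM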
# H9c2 protect = cardioprotection against H2O2-induced cell death, primary screen, uHTS, H9c2 cells, ATPLite luminescence. H9c2 cardiomyocytes, H2O2 injury protection, 2 h. protection from H2O2 cell death, % at 20 µM. 360,000 compounds, 0.63% hits. AID 588492, 2011;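 active means compounds giving at least 50% protection of heart cells from peroxide-induced death in the single-dose screen, raw or plate-pattern-corrected value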;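 further: 0% = DMSO wells with peroxide and 100% = DMSO wells without peroxide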
# iPSC survival up = enhancers of single-cell hiPSC survival, primary screen, ATPlite luminescence | 360,000 compounds, 0.044% hits | 100% = ROCK inhibitor wells, 0% = DMSO | AID 602274, 2012 | survival enhancement, % at 20 µM; in the data active means survival enhancement above about 18%;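 further: cells exposed to compounds for 16 hours before the ATP read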
# CaV13 ICDI inh = Primary screen for inhibitors of IQ motif and Ca2+-dependent inactivation inhibitor domain binding in CACNA1D, Förster resonance energy transfer in living cells, …. inhibition, % at 12.3 µM. HEK cells, CFP/YFP FRET ICDI-IQ, plate reader, 10 min; percent FRET-ratio fall versus neutral wells. 340,000 compounds, 0.098% hits;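 active means mean replicate inhibition of at least 30% and at least 1% of replicates passing that level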;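 further: 0% = median of the neutral control wells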
# HTR2A ag = mouse Htr2a agonists via beta-arrestin recruitment, primary screen, cell-based, luminescence; activation, % at 7.6 µM; CHO-K1 mHTR2A beta-arrestin complementation; percent of 30 µM serotonin response; 360,000 compounds, 0.66% hits; AID 624169, 2012; 5-hydroxytryptamine receptor 2A (Mus musculus), P35363;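 active means activation above a run cutoff, the mean activation of all tested compounds plus 3 SD, cut at about 14% in these data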;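 further: 0% = plate median of compound wells and 100% = 30 µM serotonin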
# Target sequence (P35363 whole entry, looked up): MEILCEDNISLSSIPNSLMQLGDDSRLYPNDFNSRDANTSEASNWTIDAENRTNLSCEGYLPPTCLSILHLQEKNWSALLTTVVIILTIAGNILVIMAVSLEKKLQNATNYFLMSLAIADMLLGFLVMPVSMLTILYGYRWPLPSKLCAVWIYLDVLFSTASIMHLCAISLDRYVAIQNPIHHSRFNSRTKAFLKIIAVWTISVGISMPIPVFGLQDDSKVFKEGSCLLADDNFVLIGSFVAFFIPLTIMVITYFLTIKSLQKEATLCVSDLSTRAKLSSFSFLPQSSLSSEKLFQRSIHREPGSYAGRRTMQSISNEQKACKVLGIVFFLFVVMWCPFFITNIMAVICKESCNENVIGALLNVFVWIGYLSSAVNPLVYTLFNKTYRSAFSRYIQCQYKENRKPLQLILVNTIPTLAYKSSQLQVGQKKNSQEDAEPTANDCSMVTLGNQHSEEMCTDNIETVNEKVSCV
# HIF-2a inh = HIF-2a reporter inhibitors, primary screen, luminescence, 786-0 RCC cells | 786-0 RCC cells HIF-2a reporter, luciferase luminescence, overnight | inhibition, % at 18.8 µM | 360,000 compounds, 0.72% hits;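 active means inhibition of the luminescence signal of 40% or more relative to plate controls, in a single-dose primary screen at 18.75 µM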
# * = called active by the depositor; / = no result given.
compound	MITF TRPM1 inh	PDI turbidity	Shn3 inh set2	NR2E3 ag-1	NR2E3 ag-2	Peg3 prom inh	H9c2 protect	iPSC survival up	CaV13 ICDI inh	HTR2A ag	HIF-2a inh
O=C(CCSCCc1ccccn1)Nc1cc(F)ccc1F	-12	5	-2	-29	-8	8	-5	0.6	-4	1	2
COc1cc(C(=O)NCCCCc2ccccc2)cc(OC)c1OC	2	-1	4	1	3	15	1	0.3	-19	-4	19
O=C(CC(C(=O)O)P(=O)(c1ccccc1)c1ccccc1)c1ccccc1 (configuration not stated)	6	-13	-13	-15	-3	9	2	-0.5	-5	-1	8
COc1ccc(COCC(O)CN2CCCC(C(F)(F)F)C2)cc1 (configuration not stated)	4	-1	4	-7	4	7	6	-0.2	-2	-1	5
Cc1c(C(=O)NCCn2ccc3ccccc32)cccc1[N+](=O)[O-]	/	/	-5	-15	11	4	4	-2.4	-4	-3	-9
Cc1[nH]nc2nc(SCC(=O)NCCC3=CCCCC3)n(-c3ccc(Br)cc3)c(=N)c12	48	-4	76	-7	4	47	-4	2.7	-3	-5	-12
O=C(NNC(=O)c1cc(Cl)ccc1O)c1cccc(S(=O)(=O)N2CCOCC2)c1	-2	4	0	-6	4	6	16	-0.6	-2	-8	1
O=C1/C(=C/c2ccco2)SC(=S)N1CC1CCCO1 (configuration not stated)	-19	-22	-27	-12	-3	-113	-2	-0.2	-5	0	-40
CC1=C(C)CC(C(=O)NNC(=O)c2cccc(Cl)c2)C(C(=O)O)C1 (configuration not stated)	-2	-7	-13	-11	-2	18	2	1.2	-3	5	9
CCCCN(C(=O)c1cccc(S(=O)(=O)N2CCN(C)CC2)c1)c1c(N)n(CCCC)c(=O)[nH]c1=O	2	-11	6	7	-1	5	-7	-0.5	-5	-6	10
CC[C@H](C)[C@H]1CNC(=S)N1CC1CCN(CCC23CC4CC(CC(C4)C2)C3)CC1	7	-6	2	-2	/	13	-19	-4.7	-4	-9	-7
O=C(N/N=C/c1ccc([N+](=O)[O-])o1)c1ccc(NS(=O)(=O)c2cccs2)cc1	15	-2	8	-22	-3	7	-2	0.1	-6	-2	9

# Continued.
compound	MITF TRPM1 inh	PDI turbidity	Shn3 inh set2	NR2E3 ag-1	NR2E3 ag-2	Peg3 prom inh	H9c2 protect	iPSC survival up	CaV13 ICDI inh	HTR2A ag	HIF-2a inh
CCn1cc([N+](=O)[O-])c(C(=O)Nc2c(C)nn(Cc3cccc(F)c3)c2C)n1	2	1	-12	-4	-1	0	7	0.8	-3	6	19
ONC(=Nc1ccc(Cl)cc1)c1ccccc1Cl	-2	0	-28	-13	1	13	-2	-3.9	-6	-2	7
COC(=O)c1c(-c2ccc(OC)cc2)oc2ccccc12	0	-1	7	17	4	-10	-3	2.9	-6	2	-10
CC(OC(=O)c1ccc(NC(=O)CC#N)cc1)C(=O)NC(=O)NC1CCCCC1 (configuration not stated)	8	4	9	-13	0	32	0	0.2	-11	1	19
CCSc1nc2sc3c(c2c(=O)n1-c1ccc(C)cc1)CCN(C)C3	8	12	5	-5	/	19	-5	-0.4	-15	-3	-1
CCc1ccc(CNC(=O)C2CC(=O)N(C3CCCC3)C2)cc1 (configuration not stated)	-4	-6	-7	10	2	1	6	0.0	-5	8	7
O=C(O)c1c[nH]c2c(C(F)(F)F)cccc2c1=O	-10	12	-7	-5	0	6	-2	3.6	-7	4	15
Cc1c(F)cccc1NS(=O)(=O)c1ccc2c(c1)c(=O)n(C)c(=O)n2C	17	-2	17	-21	4	17	17	-0.2	-7	0	5
CSCCC(NC(=O)c1ccco1)C(=O)N1CC(C)OC(C)C1 (configuration not stated)	/	-7	11	7	-1	3	-2	-0.5	-3	5	7
CCN(CC)S(=O)(=O)c1ccc(NC(=O)c2cccc3c2C(=O)N(CCOC)C3)cc1	11	1	12	-12	-2	9	8	8.0	-5	-1	5
CCC(C(=O)NC1CC(C)(C)NC(C)(C)C1)c1ccccc1 (configuration not stated)	4	-3	5	-18	3	10	6	0.7	-4	3	9
CCc1cc2c(NCc3ccccc3)nc(C)nc2s1	18	-3	50	3	-1	2	-21	-0.8	-1	0	6

# Additional entries follow:
compound	MITF TRPM1 inh	PDI turbidity	Shn3 inh set2	NR2E3 ag-1	NR2E3 ag-2	Peg3 prom inh	H9c2 protect	iPSC survival up	CaV13 ICDI inh	HTR2A ag	HIF-2a inh
O=C(NC1CC1)C1CCN(C2CCN(C(=O)CSc3ccccc3)CC2)CC1	5	-1	13	-4	-1	4	2	-0.1	-2	0	6
O=C1C2C3C=CC(C3)C2C(=O)N1c1cccc2ccccc12 (configuration not stated)	5	0	-19	-11	1	-8	-4	-0.7	-4	3	8
O=C(N/N=C/c1ccc(N2CCOCC2)o1)c1cccc(F)c1	-3	4	-16	-17	1	2	6	4.3	-9	-3	-7
Cc1ccccc1N1CC(C(=O)O)CC1=O (configuration not stated)	12	3	-3	-24	1	2	2	-0.4	-3	7	5
Cc1c(Cl)c([N+](=O)[O-])nn1CCCC(=O)Nc1cccc(O)c1	-12	3	14	-2	-2	3	6	4.8	-7	2	8
Cc1cc(C(=O)Cn2cncn2)c(C)n1CCc1ccc(F)cc1	13	6	14	-33	0	8	-11	3.9	-5	2	7
Cc1ccc(-c2ccc(CCC(=O)O)n2NC(=O)c2ccco2)cc1	5	-4	1	6	0	-14	-5	-0.5	/	-5	-23
Cc1ccc(NC(=O)Nc2cc(Cl)ccc2C2COC(=O)C2=N)cc1 (configuration not stated)	8	5	12	10	-1	19	18	-1.2	-5	-2	10
COc1ccc(CCNC(=O)CN2CCC(C(N)=O)CC2)cc1	6	5	0	-4	3	-1	4	1.0	-4	5	5
Cc1ccc(NC(=O)CSc2nnc3ccc(-c4cccnc4)nn23)cc1	5	-14	3	-10	0	0	3	-0.3	-1	0	8
COc1ccc(NC(=O)c2cc(-c3cccnc3)nc3ccc(C)cc23)cc1OC	10	2	3	-27	/	5	3	0.1	-10	-2	7
CCC(Sc1nc2ccccc2s1)C(=O)Nc1cc(C)on1 (configuration not stated)	-4	-7	17	-3	-1	11	-10	0.1	1	0	19

# More compounds
compound	MITF TRPM1 inh	PDI turbidity	Shn3 inh set2	NR2E3 ag-1	NR2E3 ag-2	Peg3 prom inh	H9c2 protect	iPSC survival up	CaV13 ICDI inh	HTR2A ag	HIF-2a inh
CCCCNC(=O)CCCCCn1c(=O)[nH]c2cc(OC)c(OC)cc2c1=O	10	-5	-5	3	0	10	4	-0.8	-4	4	12
O=C(c1ccc(=O)[nH]c1)N(c1ccccc1)C(CCc1ccccc1)c1nc2ccccc2[nH]1 (configuration not stated)	/	/	4	-9	/	-13	2	1.9	-4	-3	-11
CC(=O)c1cccc(NC(=O)C2Cc3c(-c4ccco4)ccnc3O2)c1 (configuration not stated)	/	0	15	29	/	7	8	1.4	-11	7	4
COc1ccc(N2CCN(c3ccc(Cl)nn3)CC2)cc1	-28	-4	/	-20	0	-44	-2	0.2	-7	-3	-92
CC(C)c1ccc2c(c1)C(N1CCN(C)CC1)Cc1cccnc1S2 (configuration not stated)	10	13	24	7	2	12	11	-0.3	4	-7	7
COc1ccc2[nH]c(C)c(CCNC(=S)Nc3cccc(C)c3C)c2c1	-7	11	-1	-7	0	20	-26	-1.5	-7	0	3
CCOC(=O)CSc1nc2c(sc(=S)n2-c2ccc(OCC)cc2)c(=O)[nH]1	6	0	-3	-9	0	27	4	-0.7	0	-2	13
CCc1noc(N)c1C(=O)Nc1ccc(Cl)cc1	-4	7	15	3	0	-18	-3	-0.3	-3	14	-1
Cc1cccc(N2CCN(S(=O)(=O)c3ccc(-c4ccc(=O)[nH]n4)o3)CC2)c1C	24	-3	41	18	-4	19	-3	-0.5	-4	-6	11
COc1ccccc1-c1ccc(Nc2ccc(C(=O)N3CCOCC3)cc2)nn1	-1	-4	18	-4	5	-30	-14	-1.6	-1	10	-21
C=CCNC(=O)/C(C#N)=C/c1c(N2CC(C)OC(C)C2)nc2ccccn2c1=O (configuration not stated)	-6	9	9	-9	-1	6	19	-1.2	1	0	22
ClCCn1cnc2c(SCc3ccccc3Cl)ncnc21	-74	-15	0	-59	/	-127	4	-1.3	-19	3	-216
COc1cc2c(cc1OC)C(CNC(=O)C=Cc1ccccc1)C2 (configuration not stated)	/	-4	1	11	/	-5	7	4.7	-6	-4	-3
CCOP(=O)(OCC)C(Nc1ccc(F)cc1)c1ccccc1 (configuration not stated)	-29	-1	13	0	3	8	5	0.2	-20	-1	18

# Arranged by molecular weight (lowest first): some entries from above
compound	MITF TRPM1 inh	PDI turbidity	Shn3 inh set2	NR2E3 ag-1	NR2E3 ag-2	Peg3 prom inh	H9c2 protect	iPSC survival up	CaV13 ICDI inh	HTR2A ag	HIF-2a inh
CCc1noc(N)c1C(=O)Nc1ccc(Cl)cc1	-4	7	15	3	0	-18	-3	-0.3	-3	14	-1
COc1ccc(N2CCN(c3ccc(Cl)nn3)CC2)cc1	-28	-4	/	-20	0	-44	-2	0.2	-7	-3	-92
COc1cc2c(cc1OC)C(CNC(=O)C=Cc1ccccc1)C2 (configuration not stated)	/	-4	1	11	/	-5	7	4.7	-6	-4	-3
CCOP(=O)(OCC)C(Nc1ccc(F)cc1)c1ccccc1 (configuration not stated)	-29	-1	13	0	3	8	5	0.2	-20	-1	18
ClCCn1cnc2c(SCc3ccccc3Cl)ncnc21	-74	-15	0	-59	/	-127	4	-1.3	-19	3	-216
CC(=O)c1cccc(NC(=O)C2Cc3c(-c4ccco4)ccnc3O2)c1 (configuration not stated)	/	0	15	29	/	7	8	1.4	-11	7	4
CC(C)c1ccc2c(c1)C(N1CCN(C)CC1)Cc1cccnc1S2 (configuration not stated)	10	13	24	7	2	12	11	-0.3	4	-7	7
COc1ccccc1-c1ccc(Nc2ccc(C(=O)N3CCOCC3)cc2)nn1	-1	-4	18	-4	5	-30	-14	-1.6	-1	10	-21
Cc1cccc(N2CCN(S(=O)(=O)c3ccc(-c4ccc(=O)[nH]n4)o3)CC2)c1C	24	-3	41	18	-4	19	-3	-0.5	-4	-6	11
O=C(c1ccc(=O)[nH]c1)N(c1ccccc1)C(CCc1ccccc1)c1nc2ccccc2[nH]1 (configuration not stated)	/	/	4	-9	/	-13	2	1.9	-4	-3	-11
